Assay outcomes as filed in PubChem BioAssay.
GAA inh – qHTS Assay for Inhibitors of Human alpha-Glucosidase as a Potential Chaperone Treatment of Pompe Disease | Lysosomal alpha-glucosidase (Homo sapiens), P10253 | Potency, µM (doses to about 76.9 µM), inactives show top-dose activity change, negative = inhibition, hits mostly inhibitors | 200,000 tested, 0.005% active | purified human GAA, 4-MU-alpha-glucoside fluorescence | AID 1466, 2008;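 further: plate controls were uninhibited enzyme wells for no effect and no-enzyme background for full effect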
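Fluorescence at Ex 365/Em 440 nm from 4-methylumbelliferone reported enzyme activity after 20 min at room temperature. Reactions used 4 nM enzyme and 400 uM substrate at pH 5.0; curves fitted with the Hill equation.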
Tau ThT inhib – qHTS for Inhibitors of Tau Fibril Formation, Thioflavin T Binding; recombinant tau K18 P301L, heparin-induced fibrillization, ThT fluorescence; Potency, µM (top dose mostly 57.4 µM), inactives show at the top dose activity, negative = inhibition, most hits filed as inhibitors; Microtubule-associated protein tau (Homo sapiens), P10636; 270,000 tested, 2.1% active; AID 1460, 2008; further: on the % scale 0 is the no-effect control and ±100 the full control effect; nearly all actives have a fitted effect of over 55% in size
Target sequence (P10636 561-689 P618L limits assumed): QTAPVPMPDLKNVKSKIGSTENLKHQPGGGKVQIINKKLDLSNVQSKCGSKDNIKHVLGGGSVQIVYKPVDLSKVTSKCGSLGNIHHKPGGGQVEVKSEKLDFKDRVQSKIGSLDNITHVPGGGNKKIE
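K18 P301L tau (15 uM + 0.24 uM Alexa 594-tagged), heparin 20 uM, NaOAc pH 7, 6 h 37 C; ThT 30 uM, 1 h RT, ex 450/em 510 nm.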
HTT ATP protect – qHTS Multiplex Assay to Identify Dual Action Probes in a Cell Model of Huntington: Cytoprotection (ATP); PC12 HTT-Q103 induced, cytoprotection, ATP luminescence, 40 h; Potency, µM (series often up to 56.4 µM), without a hit: cytoprotection (ATP increase), usual class: activators; 230,000 tested, 0.14% active;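 further: % of control where 0% means no effect; nearly all actives have a fitted effect of over 45% in size; toxic huntingtin expression switched on by the ecdysone agonist tebufenozide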
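Compounds added alongside 100 nM tebufenozide, which induces toxic Q103 huntingtin exon 1-GFP in stable PC12 cells; surviving cells quantified by luminescent ATP measurement. Medium: phenol red-free DMEM, 5% equine and 5% calf serum.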
Tau FP inhib – qHTS for Inhibitors of Tau Fibril Formation, Fluorescence Polarization; Microtubule-associated protein tau (Homo sapiens), P10636; K18 P301L tau heparin fibrillization, Alexa594 FP, 6 h; Potency, µM (doses to about 57.7 µM), for inactives: at the highest dose activity, negative = inhibition, usual class: inhibitors; 280,000 tested, 0.39% active; AID 1468, 2008; further: on the % scale 0 is the no-effect control and ±100 the full control effect; nearly all actives have a fitted effect of over 55% in size
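Heparin (20 uM) drove fibril formation of recombinant tau K18 P301L, 15 uM unlabeled with 0.24 uM Alexa 594 label, for 6 hr at 37 C in 100 mM sodium acetate pH 7. Fluorescence polarization (555/632 nm) read 1 hr after 30 uM ThT.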
GAA spleen mod – qHTS Assay for Inhibitors and Activators of Human alpha-Glucosidase From Spleen Homogenate; 240,000 tested, 0.006% active; Lysosomal alpha-glucosidase (Homo sapiens), P10253; AID 2112, 2009; human spleen homogenate, 4-MU-alpha-glucoside fluorescence; Potency, µM (doses to about 79.9 µM), for inactives: at the top dose activity change, negative = inhibition, hits mostly inhibitors;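 further: 0% = enzyme with vehicle and -100% = no enzyme basal signal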
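AC50 values come from Hill-equation fits of concentration-response data, normalized to no-enzyme and full-activity controls. Enzyme source: 1 ug human spleen homogenate; 1 mM fluorogenic 4-MU glucoside, pH 5.0 citrate buffer, 37 C, 40 min.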
Tau fluor counter – Counterscreen qHTS for Inhibitors of Tau Fibril Formation, Fluorescence Polarization; AID 1463, 2008; tau K18 P301L (four-repeat tau fragment) Alexa594 fluorescence, heparin fibrillization; Potency, µM (highest dose often 57.7 µM), for inactives: top-dose activity change, negative = decrease; 280,000 tested, 0.93% active; further: on the % scale 0 is the no-effect control and ±100 the full control effect; nearly all actives have a fitted effect of over 55% in size
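Human K18 P301L tau (15 uM unlabeled plus 0.24 uM Alexa 594-labeled, final) in 100 mM sodium acetate pH 7 was mixed with compound and 20 uM heparin and incubated 6 hr at 37 C.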
GLA spleen mod – qHTS Assay for Inhibitors and Activators of Human alpha-Galactosidase From Spleen Homogenate. Alpha-galactosidase A (Homo sapiens), P06280. human spleen homogenate, 4MU-alpha-Gal fluorescence, 40 min. 240,000 tested, 0.008% active. Potency, µM (highest dose often 80 µM), without a hit: at the highest dose activity change, negative = inhibition, usual class: inhibitors;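 further: 0% = enzyme with vehicle and -100% = no enzyme basal signal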
Target sequence (P06280 32-429 limits assumed): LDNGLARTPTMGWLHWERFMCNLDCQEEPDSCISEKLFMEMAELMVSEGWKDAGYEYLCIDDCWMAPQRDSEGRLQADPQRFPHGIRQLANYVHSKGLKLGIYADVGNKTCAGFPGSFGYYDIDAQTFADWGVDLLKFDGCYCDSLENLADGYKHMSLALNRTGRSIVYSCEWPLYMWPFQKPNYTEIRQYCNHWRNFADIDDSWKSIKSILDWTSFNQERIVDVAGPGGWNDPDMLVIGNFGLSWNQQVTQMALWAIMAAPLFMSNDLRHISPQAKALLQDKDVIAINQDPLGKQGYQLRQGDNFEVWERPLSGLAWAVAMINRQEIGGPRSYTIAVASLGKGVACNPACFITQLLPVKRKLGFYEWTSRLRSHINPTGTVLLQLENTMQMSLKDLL
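Human spleen homogenate (1 ug) as enzyme source, 4-methylumbelliferyl-alpha-D-galactopyranoside 1 mM final, citrate/phosphate pH 5.0 with 0.01% Tween-20. Compounds 40 min at 37C, NaOH/glycine stop; fluorescence Ex 365/Em 440, Hill-fit AC50.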
GAA glycogen – qHTS Assay for Inhibitors and Activators of Human alpha-Glucosidase Cleavage of Glycogen. AID 2100, 2009. Potency, µM (doses to about 76.4 µM), inactives show top-dose activity change, negative = inhibition, hits mostly inhibitors. recombinant GAA, glycogen substrate, Amplex Red glucose oxidase fluorescence. 300,000 tested, 0.38% active. Lysosomal alpha-glucosidase (Homo sapiens), P10253;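 further: 0% = full enzyme reaction and -100% = no-enzyme basal signal; the screen sought inhibitors and activators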
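Recombinant human alpha-glucosidase (4 nM final) hydrolysed bovine liver glycogen (30 ug) for 40 min at 37 C in pH 5.0 citrate/phosphate with 0.01% Tween-20. Released glucose detected by glucose oxidase/Amplex Red, Ex 573/Em 610 nm. Compounds up to 77 uM; AC50 from Hill fits.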
The depositor's hits bear a star; ? = inconclusive; . = not tested or not shown; [ ] = another dose, or the depositor's remark. The call rests on the fitted dose curve; in most records, active means well fitted curve in the direction sought with a large enough effect; inconclusive means small, poorly fitted or top-dose-only effect, or another doubt; inactive means no such curve, though single readings can be large; an effect the other way counts as inactive or inconclusive. Potency means the concentration at half of the fitted maximal effect. An unsorted share of the library; any-hit rate near 3.3%.

1) CN1CCN(C(=O)C2=C[C@H](c3ccccc3)C[C@H](OCc3ccc(CO)cc3)O2)CC1
2) COc1ccc(Nc2nc(N)nc(CSC(=S)N3CCCCC3C)n2)cc1 (configuration not stated)
3) CCn1nnc(-c2ccccc2NC(=O)C(F)(F)F)n1
4) O=C(Cn1c(/C=C/c2ccccc2)nc2ccccc21)Nc1ccc(F)cc1
5) CC(=O)N1CCc2c(sc(NC(=O)c3ccc([N+](=O)[O-])o3)c2C#N)C1
6) O=C(CN(C(=O)c1csnn1)c1cccc2ccccc12)NC1CCCC1
7) Cc1sc2nc(C3CCCCC3)nc(SCC(=O)N3CC(=O)Nc4ccccc43)c2c1C
8) CC1=C(C(=O)OC2CCCCCC2)C(c2ccc(Cl)cc2)CC(=O)N1 (configuration not stated)
Assay by compound	1	2	3	4	5	6	7	8
GAA inh	.	.	2%	7%	-4%	-6%	8%	.
Tau ThT inhib	3%	?	-8%	-7%	?	-6%	?	-12%
HTT ATP protect	-8%[10 µM]	5%[10 µM]	1%[10 µM]	-13%[10 µM]	-108%	4%[10 µM]	-4%	.
Tau FP inhib	-2%	10%	0%	?	-10%	6%	-3%	5%
GAA spleen mod	4%	-2%	6%	-5%	1%	6%	1%	.
Tau fluor counter	4%	10µM*[quencher]	-5%	?	-19%	-10%	-29%	-7%
GLA spleen mod	11%	-2%	7%	26%	-1%	10%	1%	.
GAA glycogen	1%	-5%	7%	16%	18%	-6%	5%	-6%[76.3 µM]

9) COC(=O)CCCC[C@H]1SC[C@H]2NC(=O)N[C@]21O
10) COc1cccc(CN(Cc2cccnc2)S(=O)(=O)c2ccc(-n3cnnn3)c(C)c2)c1OC
11) Cc1ccc(C(=O)C[n+]2ccc(Cc3ccccc3)cc2)cc1
12) O=c1c(Cc2c(F)cccc2Cl)c(O)ccn1CCCn1ccnc1
13) CCc1nnc(NC(=O)c2nc(SCc3ccccc3C)ncc2Cl)s1
14) COc1ccc2oc(-c3ccco3)cc(=O)c2c1
15) Cn1cc(C(=O)NC2CCCCCC2)c(=O)c2cc(S(=O)(=O)N3CCCC3)ccc21
16) CCNC(=O)Cc1c(OC)ccc2cc(Br)ccc12
Assay by compound	9	10	11	12	13	14	15	16
GAA inh	6%	-3%	5%	-1%	.	1%[15.4 µM]	-7%	2%
Tau ThT inhib	?	-12%	-8%	5%	-1%	?	4%	-1%
HTT ATP protect	1%[10 µM]	21%[10 µM]	-5%[10 µM]	11%	.	-15%	2%[10 µM]	-30%
Tau FP inhib	-8%	7%	-3%	-2%	2%	3%	-9%	-7%
GAA spleen mod	5%	-7%	-1%	-3%	.	-5%	-4%	7%
Tau fluor counter	-8%	-4%	4%	8%	-6%	-18%	0%	-4%
GLA spleen mod	8%	-1%	-4%	1%	.	0%	2%	11%
GAA glycogen	-2%	-4%	2%	0%	-4%[76.3 µM]	-5%	1%	-3%

17) CCCNC(=O)COC(=O)c1cc(SC)ccc1Cl
18) Cc1c(NC(=O)N2CCCCCC2)c(=O)n(-c2ccccc2)n1C
19) CCOC(=O)c1c(NC(=O)Cc2cccs2)sc(C)c1C
20) CN(C)c1ccc(NC(=O)C(=O)NCCOc2ccccc2)cc1
21) Cc1ccc(CNC(=O)c2ccc3c(=O)n(-c4ccccc4)c(=O)[nH]c3c2)cc1
22) CN(C)CCCNS(=O)(=O)c1ccc(N2CCC(c3ccc(Cl)cc3)=N2)cc1
23) CC(=O)COc1ncn(-c2ccccc2)n1
24) FC(F)(F)c1cnc(N2CCSCC2)c(Cl)c1
Assay by compound	17	18	19	20	21	22	23	24
GAA inh	6%	2%	-5%	0%	.	?	-9%	-4%
Tau ThT inhib	-3%	-7%	?	?	-1%	?	-2%	-2%
HTT ATP protect	19%	-5%	-16%	-24%	.	-118%[inhibitor]	-7%	4%[10 µM]
Tau FP inhib	3%	-4%	-1%	2%	4%	7%	0%	-5%
GAA spleen mod	-7%	3%	-6%	-1%	.	?	6%	-5%
Tau fluor counter	-7%	0%	-22%	-25%	-5%	?	-3%	-2%
GLA spleen mod	-3%	6%	-2%	-8%	.	?	0%	-1%
GAA glycogen	5%	7%	-6%	-8%	-3%[76.3 µM]	5%	1%	-8%

Fetched by compound from above:
11) Cc1ccc(C(=O)C[n+]2ccc(Cc3ccccc3)cc2)cc1
5) CC(=O)N1CCc2c(sc(NC(=O)c3ccc([N+](=O)[O-])o3)c2C#N)C1
Assay by compound	11	5
GAA inh	5%	-4%
Tau ThT inhib	-8%	?
HTT ATP protect	-5%[10 µM]	-108%
Tau FP inhib	-3%	-10%
GAA spleen mod	-1%	1%
Tau fluor counter	4%	-19%
GLA spleen mod	-4%	-1%
GAA glycogen	2%	18%

Next entries.
25) O=C1NC(C(F)(F)F)(C(F)(F)F)N=C2SC=CN12
26) COC/C=C/C1=CC2=CC(=O)C(C)(OC(=O)CCc3ccccc3)C(=O)C2=CO1 (configuration not stated)
27) Cc1ccc(N2CC(C)Cn3c2nc2c3c(=O)n(CC(=O)OCc3ccccc3)c(=O)n2C)cc1C (configuration not stated)
28) Cc1cc(C)cc(-n2ccn(CC(=O)NCCc3ccccc3)c(=O)c2=O)c1
29) CCNc1cc(=O)n(C)c(=O)n1C
30) O=S(=O)(Cc1cccc(C(F)(F)F)c1)c1ncn[nH]1
31) Cc1cc(-c2ccco2)n(CC(=O)NCCN(C)C)n1
32) CCOC(=O)Cn1c(=NC(=O)CSC(C)=O)sc2cc(OC)ccc21
Assay by compound	25	26	27	28	29	30	31	32
GAA inh	.	.	-3%	.	-9%	8%	2%	5%
Tau ThT inhib	2%	-8%	-14%	?	6%	12%	3%	?
HTT ATP protect	31%[10 µM]	-37%	4%[0.074 µM]	.	2%	-30%	-11%	4%
Tau FP inhib	-4%	-5%	11%	3%	0%	8%	1%	0%
GAA spleen mod	6%	-6%	3%	.	-1%	1%	3%	7%
Tau fluor counter	7%	-9%	-13%	-2%	6%	10%	-9%	-4%
GLA spleen mod	5%	4%	10%	.	-6%	5%	-2%	17%
GAA glycogen	0%	.	-3%	-14%[76.3 µM]	5%	-5%	13%	11%

As entered above:
Entry of `Cc1cc(C)cc(-n2ccn(CC(=O)NCCc3ccccc3)c(=O)c2=O)c1` under GAA glycogen: -14%[76.3 µM]
Entry of `COC/C=C/C1=CC2=CC(=O)C(C)(OC(=O)CCc3ccccc3)C(=O)C2=CO1` (configuration not stated) under GAA spleen mod: -6%
Entry of `O=S(=O)(Cc1cccc(C(F)(F)F)c1)c1ncn[nH]1` under HTT ATP protect: -30%
Entry of `CCNc1cc(=O)n(C)c(=O)n1C` under Tau ThT inhib: 6%
Entry of `Cc1cc(-c2ccco2)n(CC(=O)NCCN(C)C)n1` under GAA glycogen: 13%
Entry of `O=C1NC(C(F)(F)F)(C(F)(F)F)N=C2SC=CN12` under GAA spleen mod: 6%

(continued)
33) COCCNC(=O)COc1cc(=O)n(C)c2ccccc12
34) CC(C)N(C(=O)C[n+]1ccc(/C=N/O)cc1)C(C)C
35) COc1ccc(NC(=O)c2sc3nc(C(F)(F)F)cc(C)c3c2N)cc1OC
36) Cc1cccc(-n2c(SCC(=O)Nc3ccc4c(c3)OCO4)nnc2-c2ccoc2C)c1
37) O=C(O)C1CCCCC1C(=O)Nc1ccccc1Cl (configuration not stated)
38) COC(=O)c1sc2nc(CN3CCN(c4ccc(OC)cc4)CC3)[nH]c(=O)c2c1C
39) CCn1c(=O)cc(OCC(=O)NCCC(C)C)c2ccccc21
40) Cc1cc(=O)oc2cc(O[C@@H]3O[C@H](C(=O)O)[C@@H](O)[C@H](O)[C@H]3O)ccc12
Assay by compound	33	34	35	36	37	38	39	40
GAA inh	-5%	-4%	.	?	-3%	1%	0%	.
Tau ThT inhib	3%	3%	?	-11%	2%	5%	-2%	-2%
HTT ATP protect	4%	?	.	-20%	-1%	5%[10 µM]	16%	-3%[1.9 µM]
Tau FP inhib	0%	-5%	-3%	-12%	3%	-3%	5%	-4%
GAA spleen mod	-6%	-6%	.	0%	-9%	0%	3%	12%
Tau fluor counter	1%	-3%	-26%	-26%	3%	-2%	-2%	0%
GLA spleen mod	-10%	-6%	.	-5%	-4%	-2%	9%	?
GAA glycogen	0%	-4%	-6%[76.3 µM]	-3%	-7%	2%	3%	.

41) CN(c1ccc(O)cc1)c1nc(-c2ccccc2)cs1
42) CCOc1ccc(CN2CCN(Cc3[nH]c4ccccc4c3C)CC2CCO)cc1 (configuration not stated)
43) COc1ccc(N2CCN(C(=O)CC34CC5CC(CC(C5)C3)C4)CC2)c([N+](=O)[O-])c1
44) O=[N+]([O-])c1cccc(-c2nc(N3CCOCC3)c3ccccc3n2)c1
45) CC(C)COc1ccc(/C=C2/Sc3ccccc3C2=O)cc1
46) COc1ccc(CNC(=O)Cc2c(C)c3cc4c(C)coc4c(C)c3oc2=O)cc1
Assay by compound	41	42	43	44	45	46
GAA inh	-7%	5%	-6%	-4%	0%	.
Tau ThT inhib	?	0%	?	-10%	4.5µM*	4%
HTT ATP protect	-65%[inhibitor][10 µM]	11%[10 µM]	-1%[10 µM]	-23%	-9%	.
Tau FP inhib	?	10%	13%	0%	12%	-7%
GAA spleen mod	-2%	6%	-9%	-1%	-7%	.
Tau fluor counter	16µM*[quencher]	-9%	-14%	-29%	-5%	3%
GLA spleen mod	-3%	0%	-23%	-2%	0%	.
GAA glycogen	7%	-19%	-2%	3%	3%	-5%[76.3 µM]
